# HePTP inh = human HePTP phosphatase inhibition | 0.64% of 110,000 active | P35236 | recombinant HePTP phosphatase activity, OD absorbance | inhibition, % at 20 µM; in the data active = inhibition above about 50%;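 note: plate controls were vehicle for no effect and reference inhibitor for full effect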
# Target sequence (P35236 whole entry, looked up): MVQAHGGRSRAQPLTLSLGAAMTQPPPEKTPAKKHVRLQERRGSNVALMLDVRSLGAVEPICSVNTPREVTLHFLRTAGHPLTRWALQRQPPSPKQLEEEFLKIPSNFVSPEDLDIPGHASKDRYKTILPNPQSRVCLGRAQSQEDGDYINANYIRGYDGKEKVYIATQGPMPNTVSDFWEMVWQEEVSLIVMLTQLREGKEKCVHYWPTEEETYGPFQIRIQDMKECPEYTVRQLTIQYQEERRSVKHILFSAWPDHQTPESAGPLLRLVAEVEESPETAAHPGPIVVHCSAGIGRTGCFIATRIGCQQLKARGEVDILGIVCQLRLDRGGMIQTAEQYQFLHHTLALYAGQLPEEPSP
# BAP1 inh = inhibitors of human BAP1 deubiquitinase; activity remaining (% of control), % at 20 µM; AID 436; recombinant BAP1, Ub-AMC hydrolysis fluorescence kinetic; active compounds read low; Q92560; 0.48% of 72,000 active;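 active = activity remaining at or below 50% of control, provided the compound also passes the data quality filters; inactive = the rest, including low values that fail the filters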;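 note: 100% = DMSO wells rate and 0% = substrate alone blank rate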
# Target sequence (Q92560 whole entry, looked up): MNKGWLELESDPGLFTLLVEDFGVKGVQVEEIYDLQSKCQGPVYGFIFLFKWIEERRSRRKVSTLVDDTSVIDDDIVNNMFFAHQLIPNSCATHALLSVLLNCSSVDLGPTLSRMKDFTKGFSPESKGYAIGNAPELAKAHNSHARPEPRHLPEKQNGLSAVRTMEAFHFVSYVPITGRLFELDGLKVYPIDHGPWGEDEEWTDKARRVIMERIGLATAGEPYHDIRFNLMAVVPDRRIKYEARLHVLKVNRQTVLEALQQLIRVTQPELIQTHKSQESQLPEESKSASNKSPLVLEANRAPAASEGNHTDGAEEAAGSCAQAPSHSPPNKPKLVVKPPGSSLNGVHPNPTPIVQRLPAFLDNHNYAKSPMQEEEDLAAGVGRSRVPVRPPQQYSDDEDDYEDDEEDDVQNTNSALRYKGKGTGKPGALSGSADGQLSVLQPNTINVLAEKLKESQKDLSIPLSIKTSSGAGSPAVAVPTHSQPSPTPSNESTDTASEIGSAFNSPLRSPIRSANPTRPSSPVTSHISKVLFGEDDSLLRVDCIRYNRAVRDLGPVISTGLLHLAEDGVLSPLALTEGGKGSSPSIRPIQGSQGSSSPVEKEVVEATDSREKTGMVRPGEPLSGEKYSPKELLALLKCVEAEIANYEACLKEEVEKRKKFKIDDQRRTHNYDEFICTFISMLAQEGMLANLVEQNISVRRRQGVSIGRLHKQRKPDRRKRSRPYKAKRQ
# Starred values were filed as active, the others as inactive; . = not tested or not shown; & = joins results of further samples. The order is random (roughly 0.83% active in at least one column).
HePTP inh	BAP1 inh	molecule
6.0	55.9	CNC(=O)c1c(NC(=O)c2nc3ccccc3s2)sc2c1CCC2
0.9	.	O=C(CN(c1cccc([N+](=O)[O-])c1)S(=O)(=O)c1ccccc1)NCc1ccc(Cl)cc1Cl
1.7	.	CC1CCc2c(sc(NC(=O)c3c(F)c(F)c(F)c(F)c3F)c2C#N)C1 (stereo not drawn)
9.5	.	CCN(CC)CCNC(=O)C1CCC(=O)N(c2ccc(OC)cc2)C1c1ccc(F)cc1 (stereo not drawn)
0.3	.	Cc1ccc(OCC(=O)N2CCN(c3ccccn3)CC2)cc1
-3.5	.	O=C1CC(N2CCN(c3ccc([N+](=O)[O-])cc3)CC2)C(=O)N1CCc1ccccc1 (stereo not drawn)
3.7	84.0	O=C(c1ccc(CS(=O)(=O)c2ccc(Br)cc2)o1)N1CCOCC1
-16.0	105.5	Cc1csc(NC(=O)CSc2nc3sc(C)c(C)c3c(=O)[nH]2)n1
102.1*	.	O=C(O)CCCC(=O)OCc1ccco1
-0.8	85.8	COc1ccccc1NC(=O)CSc1nc2ncccc2[nH]1
6.0	87.9	Cc1ccc(NC(=O)c2ocnc2C)cc1Cl
-4.0	.	CCOc1ccc(S(=O)(=O)N(CC(=O)NCCCOC)c2ccc(C)cc2)cc1
-13.0	.	CN(C)NC(=O)c1cccc2c1-c1ccc(I)cc1C2
5.7	102.3	COc1cccc(NC(=O)c2ncn[nH]2)c1
-5.8	87.6	O=C(NCCN1CCc2ccccc2C1)C1CCN(S(=O)(=O)N2CCC3(CC2)OCCO3)CC1
0.6	85.8	COc1cccc(-n2c(SCC(N)=O)nnc2-c2c[nH]c3ccccc23)c1
-3.4	94.9	CCOC(=O)N1CCN(C(=O)c2nn(-c3cc(OC)cc(OC)c3)c(=O)c3ccccc23)CC1
.	359.6	COc1ccc(Cl)cc1NC(=O)c1c(O)c2ccccc2n(C)c1=O
-5.8	96.7	Cc1cc(S(=O)(=O)N2CCN(Cc3ccc4c(c3)OCO4)CC2)cc(C)c1N1CCCC1=O
-6.7	95.5	NC(=O)CSc1nnc(-c2ccc(S(=O)(=O)N3CCCC3)cc2)n1Cc1ccco1

# One compound at a time, from the list above.
# Record of `CC1CCc2c(sc(NC(=O)c3c(F)c(F)c(F)c(F)c3F)c2C#N)C1` (stereo not drawn) → HePTP inh = 1.7; BAP1 inh = .
# Record of `NC(=O)CSc1nnc(-c2ccc(S(=O)(=O)N3CCCC3)cc2)n1Cc1ccco1` → HePTP inh = -6.7; BAP1 inh = 95.5

# Later entries:
HePTP inh	BAP1 inh	molecule
7.5	.	CNCCOc1cc(C)nc(-c2ccccc2)n1
0.4	75.7	COc1ccc2[nH]c3nc(SCc4nnc(-c5ccccc5)o4)nnc3c2c1
-3.2&2.0	87.9	COc1cccc(OC)c1OCCCOc1c(OC)cccc1OC
.	110.8	Cc1csc(-c2c(C(F)(F)F)oc3cc(O)c(C)cc3c2=O)n1
102.1*	.	O=C(C(Sc1ccccc1)c1ccccc1)N1CCCC1 (stereo not drawn)
-2.3	97.9	O=C(Cc1cccs1)NCc1ccncc1
-2.3	102.3	Cc1c(NC(=O)CSc2ccc3c(c2)OCCO3)c(=O)n(-c2ccccc2)n1C
2.5	98.0	CCn1c(N2CCN(CC(=O)c3c(C)n(C)c4ccccc34)CC2)nc2c1c(=O)[nH]c(=O)n2C
11.3	121.8	CCCCn1c(SCC2CCCCO2)nc2cc(S(N)(=O)=O)ccc21 (stereo not drawn)
11.6	94.8	N#CC1=C(SCc2ccccc2Cl)NC(=O)C(C(N)=O)C1 (stereo not drawn)
8.3	122.8	COc1ccc(C2=CC(c3c(C)nn(-c4ccccc4)c3Cl)n3nnnc3N2)cc1OC (stereo not drawn)
-7.8	.	CCn1c(/C(C#N)=C(\O)CCc2ccccc2)nc2ccccc21
.	96.1	C[C@@H](NC(=O)/C(C#N)=C/c1ccc(O)c(O)c1)c1ccccc1
2.6	.	CCOn1c(=O)c(C)[n+]([O-])c2ccccc21
5.9	.	CCOC(=O)c1ccc(NS(=O)(=O)c2cccs2)cc1
-2.8	.	COC(=O)C1=C(C)N(Cc2ccccc2)C(=O)/C1=C\c1cccc([N+](=O)[O-])c1
3.2	.	Cc1cc(C(=O)CSc2nn(-c3ccccc3)c(=S)s2)c(C)n1Cc1ccco1
5.2	89.9	O=C(N1CCN(c2ccccc2)CC1)C(F)(F)C(F)(F)F
5.7	102.8	O=C(c1ccco1)N1CCN(S(=O)(=O)c2ccc(S(=O)(=O)NC3CC3)cc2)CC1
0.7	.	COc1ccc(C2=C/C(=C\c3cccc(OC(C)=O)c3)C(=O)O2)cc1

# Exported with bars between the fields: entries from further up.
Structure | HePTP inh | BAP1 inh
O=C(Cc1cccs1)NCc1ccncc1 | -2.3 | 97.9
O=C(C(Sc1ccccc1)c1ccccc1)N1CCCC1 (stereo not drawn) | 102.1* | .

# The listing continues:
HePTP inh	BAP1 inh	molecule
5.1	.	COc1ccc(O)c(-c2cc(C(F)(F)F)nc(-c3ccccc3)n2)c1
-14.3	.	CCC(CC)NCc1cc(Br)ccc1OC
-3.1	107.0	Cc1cc(C)c(NC(=O)CSc2nnc(-c3ccco3)n2N)c(C)c1
1.8	.	COc1c(Cl)cc(C(=O)Nc2ccc(-c3nc4cc(C)ccc4o3)cc2)cc1Cl
.	66.3	CCCCCOC(=O)CSc1nc(N)c2c3c(sc2n1)CCCC3
1.7	78.0	O=C(NCc1ccc2c(c1)OCO2)c1ccc(COc2cccc(Cl)c2)o1
3.4&-0.2	75.1	CCOc1ccc(Nc2cc(C)nc(-n3nc(C)cc3C)n2)cc1
13.9	99.6	Cc1nc(NC(=O)CSc2ccccc2N)sc1C
3.7	.	O=C(NCCOc1ccc(Cl)cc1Cl)c1cc2ccccc2o1
-14.3	.	Nc1ccc(C(=O)Nc2cccc(-c3nc4ccccc4o3)c2)cc1
5.8	107.0	CN(C)CCCN1C(=O)C(=O)/C(=C(/O)c2ccc(OCc3ccccc3)cc2)C1c1cccnc1 (stereo not drawn)
11.5	114.1	C1=C(c2ccccc2)Nc2nnnn2C1
-1.9	.	COc1ccc(C2=N/C(=C/c3ccccc3OC)C(=O)N2c2ccccc2)cc1
6.0	111.8	C=CCN(c1ccc(C(N)=O)cc1)S(C)(=O)=O
1.0	.	COc1ccc(C(=O)CSc2ncn[nH]2)cc1[N+](=O)[O-]
4.6	95.0	Cn1c(Cn2c(=O)sc3ccccc32)nnc1SCC(N)=O
2.4	85.4	C=CCN=C(NC#N)SCc1ccccc1Cl
4.4	71.1	CCc1c(C)nc2ncnn2c1N1CCC(C(=O)Nc2ccccc2)CC1
7.6	84.2	COc1cc(C2C(C(=O)c3cccs3)=C(O)C(=O)N2Cc2ccco2)cc(OC)c1OC (stereo not drawn)
1.4	93.8	CCOc1ccccc1NC(=O)CCN1CCN(S(=O)(=O)c2ccc(Br)cc2)CC1

# Copied from the list:
# Result of CCOc1ccc(Nc2cc(C)nc(-n3nc(C)cc3C)n2)cc1 in BAP1 inh: 75.1
# Result of Cn1c(Cn2c(=O)sc3ccccc32)nnc1SCC(N)=O in HePTP inh: 4.6

# Next results follow.
HePTP inh	BAP1 inh	molecule
-1.4	.	NC(=O)c1ccccc1NC(=O)c1ccc([N+](=O)[O-])cc1
8.1	109.3	COc1cccc(NC(=O)C2CCCN(S(=O)(=O)c3cccc4nsnc34)C2)c1 (stereo not drawn)
8.2	.	COc1ccc(CC(=O)NCC2(c3ccc(OC)c(OC)c3)CCCC2)cc1
33.9	.	CC(C)c1ccc(NC(=O)c2ccc(CN3CCOCC3)cc2)cc1
0.9	.	O=C(c1nn2c(c1Cl)NC(c1cccs1)CC2C(F)(F)F)N1CCOCC1 (stereo not drawn)
8.0	97.6	CCCCCn1c(N2CCC(C(N)=O)CC2)nc2c1c(=O)[nH]c(=O)n2C
-1.4	94.2	Cc1ccc(C(=O)c2ccccc2C(=O)O)c(O)c1
5.4	92.4	Cc1cc(C)c(C#N)c(SCC(=O)OC2CCCCC2)n1
1.4	.	COc1ccccc1C1NC(=S)NC(C)=C1C(=O)Nc1cccc(Cl)c1 (stereo not drawn)
-4.0	111.9	CCCNS(=O)(=O)c1ccc(NC(=O)c2ccccn2)cc1
7.0	.	CCOC(=O)c1ccc(N2COc3ccc4ccccc4c3C2)cc1
-2.1	115.9	CCOC(=O)CCc1nn(C)c(=O)c2ccccc12
-8.0	108.4	Cc1ccccc1NC(=O)NCCCN1CCN(C2CCCCC2)CC1
5.5	98.7	CCn1c(SCC(=O)Nc2sc(C)c(C)c2C#N)nnc1C(C)C
.	172.1	O=C(Nc1ccc2c(c1)OCO2)C12CC3CC(CC(C3)C1)C2
-5.3	.	CCc1ccc(N2CC(C(=O)Nc3cccc4ccccc34)CC2=O)cc1 (stereo not drawn)
2.3	96.6	COc1ccccc1CNC(=O)C1CCC(CNc2c(N3CCOCC3)c(=O)c2=O)CC1 (stereo not drawn)
1.5	.	O=C1C=CC(=NS(=O)(=O)c2ccc(Cl)cc2)C=C1
6.5	474.9	COc1ccccc1-c1nc(C#N)c(N2CCC(Cc3ccccc3)CC2)o1
4.5	78.5	COC(=O)CNC(=O)c1c(C)cc(=O)oc1C
17.1	.	O=[N+]([O-])c1ccc(N/N=C(\c2ccccc2)c2ccncc2)c([N+](=O)[O-])c1
.	64.4	O=C(Nc1ccccc1[N+](=O)[O-])c1cccc(F)c1
7.1	59.6	COc1ccccc1CNC(=O)c1oc2ccc(S(=O)(=O)N3CCCC3)cc2c1C
-0.4	85.6	CCCC(=O)N1CCN(c2ccc(C(=O)c3ccc(OC)c(Br)c3)cc2F)CC1
3.9	90.2	O=c1ccn(CCOc2ccc(Cl)cc2)c(=O)[nH]1
-9.9	.	COc1ccc(-c2nc(-c3ccc(Br)cc3)no2)c(OC)c1
-1.2	.	CN(C)S(=O)(=O)N1CCN(c2c(Cl)cccc2[N+](=O)[O-])CC1
11.1	.	Cc1ccc(-c2nnc(-c3ccco3)o2)cc1
5.8	.	COc1ccc(CCN2C(=O)CSC2c2ccc(Cl)c(Cl)c2)cc1OC (stereo not drawn)
11.6	104.3	CC(Sc1ccccc1)C(=O)Nc1ccc(S(=O)(=O)N2CCOCC2)cc1 (stereo not drawn)
2.3	128.5	CCN(CC)CCNc1nc2c(c(=O)[nH]c(=O)n2C)n1CCOc1ccccc1
9.6	.	CC(C)c1ccc(OCCOc2ncnc3ccccc23)cc1
8.4	129.5	CSc1ccccc1C(=O)N1CCOCC1
1.4	.	COc1ccc(S(=O)(=O)N2CCC(C(=O)N3CCOCC3)CC2)cc1
2.2	.	CN(C)CCNC(=O)COc1cccc2ccccc12
-4.5	.	CN(c1ccc(C(=O)Nc2cccnc2)cc1)S(=O)(=O)c1ccccc1
1.6	.	CCOCCOC(=O)c1ccc(NC(=O)COc2ccc([N+](=O)[O-])cc2)cc1
8.8	92.8	CCCn1c(C(C)NC(C)=O)nc2ccccc21 (stereo not drawn)
8.9	102.1	CCCCCn1c(CN2CCN(Cc3ccccc3)CC2)nc2c1c(=O)n(C)c(=O)n2C
3.1	98.5	O=C(c1c[nH]c2ccc(S(=O)(=O)N3CCOCC3)cc2c1=O)N1CCN(c2ccccn2)CC1
-6.0	.	O=C1OC(c2ccccc2Br)=N/C1=C\c1cccnc1
-14.3	.	COc1cccc(NC(=O)C(C)Oc2ccc(Cl)cc2Cl)c1 (stereo not drawn)
4.4	.	COc1cc(/C=N/Nc2nc(N3CCOCC3)nc(N3CCOCC3)n2)cc(OC)c1
-17.1	.	CCOc1ccc(/C=C2\SC(=NCc3ccccc3)N(Cc3ccccc3)C2=O)cc1
4.9	90.6	CC1CCc2nc(NC(=O)C3CCCO3)sc2C1 (stereo not drawn)
-11.1	98.3	CCOC(=O)CSc1nnc(-c2ccncc2)n1-c1ccccc1
33.4	.	O=C(CC1S\C(=N/N=C/C=C/c2ccccc2)NC1=O)Nc1ccc(C(=O)O)cc1 (stereo not drawn)
-6.8	.	Cc1ccc(S(=O)(=O)c2c(N)n(C)c3nc4ccccc4nc23)cc1
8.0	96.9	CCCC(C)c1nnc(NC(=O)C2CCCO2)s1 (stereo not drawn)
1.3	.	CN(C)CCN1C(=O)C(=O)/C(=C(/O)c2ccccc2)C1c1ccc(N(C)C)cc1 (stereo not drawn)
-15.4	.	CCOc1nc(Nc2ccc(Cl)cc2)nc(N2CCCCC2)n1
-4.1	118.2	CC1CN(C2CCN(C(=O)COc3ccccc3)CC2)CC(C)O1 (stereo not drawn)
-14.0	93.2	COc1cccc(C2C(C#N)=C(N)OC(C(C)(C)C)=C2C#N)c1 (stereo not drawn)
.	94.4	CNC(=O)[C@H]1O[C@@H](n2cnc3c(NCc4cccc(I)c4)ncnc32)C(O)[C@H]1O (stereo partly drawn)
-1.3	.	C/C(=C\C(=O)c1ccc(Cl)cc1)Nc1ccc(Br)c(Cl)c1
-0.8	85.3	Cc1cccc(NC(=O)C(NS(=O)(=O)c2ccc3c(c2)CCC(=O)N3)c2ccccc2)n1 (stereo not drawn)
3.1	.	CCOC(=O)C1=C(C)NC(C)=C(C(=O)OCC)C1c1cc2ccc(C)cc2[nH]c1=O
4.6	96.1	CN1CCN(C(c2cccc(C(F)(F)F)c2)c2nnnn2Cc2ccccc2)CC1 (stereo not drawn)
3.2	.	Cc1ccn2cc(-c3ccc(S(=O)(=O)N4CCOCC4)cc3)nc2c1
-6.2	75.5	CC1C(c2ccccc2)NC(c2ccccc2)C(C)C1O (stereo not drawn)

# (further entries)
HePTP inh	BAP1 inh	molecule
7.1	.	COc1ccc(/C=C2/C(=O)N(c3ccccc3)N=C2c2ccccc2)c(OC)c1
2.3	110.4	CCC(=O)Nc1cc(-c2nn(C)c(=O)c3ccccc23)ccc1N1CCCCC1
-2.8	.	CCN(Cc1ccccc1)C(=O)Cc1ccc(Cl)cc1
5.8	121.3	Cc1c(NC(=O)CSc2ccccc2C(=O)Nc2cccnc2)c(=O)n(-c2ccccc2)n1C
-11.8	.	O=C(O)Cn1c(O)c(C2=c3ccccc3=NC2=O)sc1=S
-6.1	.	CC1=C(C#N)c2nc(N)c(C#N)c(C)c2/C1=C/c1cc(Cl)cc(Cl)c1Cl

# Screens as filed in PubChem.
